phage Ecoli inh: growth loss of phage-infected E. coli, primary screen, RecBCD inhibitor project, absorbance, with phage, HTS | inhibition, % at 11.9 µM | hit rate 0.26% among 360,000; in the data active = inhibition above about 11%
Tat transport: E. coli Tat export inhibitors, primary screen, MC4100, TorA-mCherry reporter, fluorescence, single point. hit rate 0.036% among 340,000. inhibition, % at 10 µM;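 active = mean replicate inhibition at least 50% and at least half of replicates individually reaching 50%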;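 also: exported cargo escapes ClpAP degradation while cytoplasmic cargo is degraded and loses fluorescence; 0% = median of neutral control wells and 100% = median of NaSCN control wells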
AddAB inh: growth inhibition of E. coli expressing H. pylori AddAB, primary screen, AddAB inhibitor project, absorbance. inhibition, % at 11.9 µM. hit rate 0.29% among 330,000; in the data active = inhibition above about 12%;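 also: 0% = vehicle wells of infected cells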
Mot1-301 SUMO: yeast Mot1-301 growth rescue at high temperature, primary screen, SUMOylation pathway inhibitor project, S. cerevisiae, ATP luminescence, 38.5C; growth rescue, % at 18.8 µM; S. cerevisiae Mot1-301 growth rescue; percent above DMSO median, 100 means doubled; hit rate 1% among 320,000;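 active = every valid replicate shows activation above 250% relative to neutral control wells; inactive = the rest, any valid replicate at or below 250%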;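 also: OY570 slx delta 5 strain wells were the positive control but not used for scaling; some compounds called inactive have numbers as strong as hits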
PKA-R2B activ: activators of PKA-R2B holoenzyme, primary screen, biochemical, fluorescence polarization, Cy5-IP20, human. cAMP-dependent protein kinase catalytic subunit beta (Homo sapiens) + cAMP-dependent …. PKA-R2B holoenzyme dissociation; R2B truncated from residue 108, S112A mutant; 0% DMSO only, 100% 113 µM cGMP. activation, % at 11.4 µM. hit rate 0.079% among 340,000. AID 504700, 2011;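 active = activation above a cutoff set at the mean over all compounds plus 3 SD, cut at about 18% in these data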;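 also: higher means more holoenzyme dissociation and a rise in polarization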
CDK5 inh: inhibitors of human CDK5/p35 kinase, primary screen, biochemical, single concentration. Cyclin-dependent kinase 5 (Homo sapiens) + Cyclin-dependent kinase 5 activator 1 (Homo …. Recombinant CDK5/p35, ADP-Glo luminescence, 60 min. inhibition, % at 10 µM. hit rate 0.01% among 330,000. AID 488839, 2010;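 active = highest replicate inhibition of at least 50% and at least 75% of replicates reaching 50%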;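 also: plate controls were DMSO neutral control for no effect and GW8510 at 10 µM for full effect; many of its hits are not listed in these tables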
Target sequence (Q00535 whole entry, looked up): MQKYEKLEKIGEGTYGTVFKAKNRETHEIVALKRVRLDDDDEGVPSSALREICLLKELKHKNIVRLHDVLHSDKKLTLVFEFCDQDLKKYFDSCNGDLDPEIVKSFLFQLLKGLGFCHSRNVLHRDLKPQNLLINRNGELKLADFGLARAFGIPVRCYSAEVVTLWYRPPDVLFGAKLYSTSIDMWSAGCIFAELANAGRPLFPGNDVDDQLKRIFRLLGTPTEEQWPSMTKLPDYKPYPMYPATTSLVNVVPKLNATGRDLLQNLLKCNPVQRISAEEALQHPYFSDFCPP
Target sequence (Q15078 whole entry, looked up): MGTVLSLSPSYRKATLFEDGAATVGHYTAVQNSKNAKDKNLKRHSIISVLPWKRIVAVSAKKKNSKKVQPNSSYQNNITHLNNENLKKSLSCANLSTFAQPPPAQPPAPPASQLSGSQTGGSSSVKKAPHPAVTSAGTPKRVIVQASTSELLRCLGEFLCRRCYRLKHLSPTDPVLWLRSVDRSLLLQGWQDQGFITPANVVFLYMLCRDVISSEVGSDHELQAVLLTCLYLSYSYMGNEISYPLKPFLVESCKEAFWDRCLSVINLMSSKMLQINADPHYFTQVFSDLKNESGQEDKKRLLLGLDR
PKA-R1A act: activators of PKA-R1A holoenzyme, primary screen, biochemical, fluorescence polarization, Cy5-IP20, bovine R1A, mouse PKAc | hit rate 0.083% among 340,000 | AID 504707, 2011 | cAMP-dependent protein kinase type I-alpha regulatory subunit (Bos taurus) + … | PKA-R1A dissociation; scaled: DMSO 0%, 113 µM cGMP 100% | activation, % at 11.4 µM;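 active = percent activation above the mean of all tested compounds plus 3 SD, cut at about 19% in these data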;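 also: higher means more PKAc released from R1A so a rise in polarization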
HTR5A inv ctr: HTR5A inverse agonists in luminescence cell assay, primary screen, counter-screen for OPRM1-OPRD1 heterodimer inverse agonist project, full-deck HTS; 5-hydroxytryptamine receptor 5A (Homo sapiens), P47898; HTR5A cell line, inverse agonism; inhibition, % at 9.3 µM; hit rate 0.083% among 340,000; in the data active = inhibition mostly above about 23%, no sharp cut-off; inactive = mostly below about 18%;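 also: 0% = cells with DMSO and 100% = no-cell wells with DMSO; some compounds called inactive have numbers as strong as hits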
Target sequence (P47898 whole entry, looked up): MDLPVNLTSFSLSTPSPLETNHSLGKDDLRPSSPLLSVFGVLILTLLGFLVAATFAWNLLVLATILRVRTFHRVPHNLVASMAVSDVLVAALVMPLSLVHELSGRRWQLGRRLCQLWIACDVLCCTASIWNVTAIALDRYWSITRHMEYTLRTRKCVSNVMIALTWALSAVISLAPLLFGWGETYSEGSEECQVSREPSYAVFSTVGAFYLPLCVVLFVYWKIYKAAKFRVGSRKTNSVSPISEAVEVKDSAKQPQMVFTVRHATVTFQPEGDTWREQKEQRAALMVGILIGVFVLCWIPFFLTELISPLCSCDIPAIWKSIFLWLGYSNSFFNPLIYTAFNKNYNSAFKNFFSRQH
HTR5A ag: HTR5A agonists in luminescence cell assay, primary screen, counter-screen for OPRM1-OPRD1 heterodimer agonist project, full-deck HTS. cell-based. hit rate 0.61% among 340,000. AID 504692, 2011. activation, % at 9.3 µM; in the data active = activation mostly above about 9.5%, no sharp cut-off; inactive = mostly below about 7.6%;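 also: 0% = cells with vehicle only and 100% = reference agonist; strong numbers were not always called active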
DAGLB inh: DAGLB lipase inhibitors, primary screen, biochemical, fluorescence, HTS; Diacylglycerol lipase-beta (Homo sapiens), Q8NCG7; HEK293T DAGLB membrane lysate, EnzChek fluorogenic substrate; inhibition, % at 5.17 µM; hit rate 0.059% among 340,000; AID 504411, 2011; in the data active = inhibition above about 34%;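 also: 0% = enzyme with vehicle and 100% = wells lacking enzyme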
E coli growth: E. coli V3065 growth inhibition, primary screen, counter-screen for AddAB inhibitor project, absorbance, OD600. 18 h. inhibition, % at 11.9 µM. hit rate 0.27% among 330,000. AID 449728, 2010;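 active = inhibition above the campaign's mean inhibition across all tested compounds plus 3 SD, cut at about 9.9% in these data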;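 also: uninfected addAB+ strain grown without phage in ampicillin broth; 0% = DMSO wells and 100% = ciprofloxacin 0.95 µg/ml wells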
An asterisk follows results filed as active; · = no result given.

SMILES	phage Ecoli inh	Tat transport	AddAB inh	Mot1-301 SUMO	PKA-R2B activ	CDK5 inh	PKA-R1A act	HTR5A inv ctr	HTR5A ag	DAGLB inh	E coli growth
COc1ccc(NC(=S)NCc2ccc3c(c2)cc(C)n3C)cc1	5.0	-2	-2.2	1	-2	-0.2	-10	9	-3	3	1.5
Cc1cc(C(=O)CCl)c(C)n1-c1c(C)n(C)n(-c2ccccc2)c1=O	2.9	1	3.3	3	1	-0.7	-6	14	-5	-1	0.0
COc1ccc(C(=O)C[n+]2ccc(N(C)C)cc2)cc1	1.4	-3	0.9	-17	4	0.1	0	-28	-1	1	-0.8
CCCCn1c(N)c(N(CC(C)C)C(=O)c2oc3c(Cl)cccc3c2C)c(=O)[nH]c1=O	2.7	2	-2.4	5	-4	-1.1	-6	1	0	6	0.5
CCCn1c(N)c(C(c2ccc(C(=O)OC)cc2)N2CCN(c3ccccc3)CC2)c(=O)[nH]c1=O (stereo unspecified)	1.3	-7	1.2	9	4	0.1	10	-24	1	0	2.1
Cc1ccc(CN2CCN(/N=C/c3cccn3C)CC2)c(C)c1	4.4	3	0.3	0	1	-0.1	9	-1	4	-11	-2.8
Cc1ccc(S(=O)(=O)NC2(C(F)(F)F)NC(=O)N(CCc3ccccc3)C2=O)cc1 (stereo unspecified)	3.6	-4	4.6	199	2	-1.1	-12	-2	2	0	2.2
CC(C)C(NC(=O)c1ccccc1F)C(=O)OCC(=O)c1ccc(F)cc1 (stereo unspecified)	5.2	-8	5.5	-11	-8	2.3	-15	-11	4	-2	2.0
COC(=O)c1ccc(/C=N\n2c(C)nnc2C)cc1	3.9	-15	0.8	-6	18	0.7	-1	-14	-3	-2	0.9
O=C(Nc1ccc(NC(=O)c2cccs2)c(Cl)c1)c1cccs1	4.3	1	4.2	19	1	0.9	-12	3	-1	0	4.2
Cc1ccc(NC2CCCN(C(=O)c3ccccc3-c3ncc[nH]3)C2)cc1C (stereo unspecified)	1.5	3	2.5	8	7	-1.2	-3	16	-7	1	0.2
CC1CC2=C(C(=O)O1)C(c1ccccc1)Nc1ccccc1N2 (stereo unspecified)	1.7	0	2.9	-19	0	-0.1	4	18	6	1	1.5
Cc1ccc(CNC(=O)c2cc3c(=O)n(C)c4ccccc4c3n2C)cc1	1.2	-1	2.1	15	1	1.2	5	-9	3	0	1.4
COc1ccccc1/C=N/NC(=O)CO	4.9	3	1.9	·	8	-0.5	-6	-13	5	3	1.6
CCCCn1c(N)c(N(CC(C)C)C(=O)Cc2ccc(S(=O)(=O)N3CCOCC3)s2)c(=O)[nH]c1=O	0.5	-6	·	·	17	2.2	3	0	0	-5	·
Clc1ccc(Oc2nc(N3CCOCC3)nc(N3CCOCC3)n2)c(C2CCCCC2)c1	0.2	0	3.7	25	-3	-1.1	0	-4	2	1	-0.1
CN(C)c1ccc(/C=C(\NC(=O)c2ccccc2)C(=O)NCCCn2ccnc2)cc1	2.4	8	5.0	-3	-5	0.0	8	4	-2	3	-1.5
CC[n+]1cccc(-c2nc3ccccc3s2)c1	5.3	-1	-0.2	-1	-8	0.8	2	13	-5	0	2.0
S=c1nc(C2CCCCC2)n(-c2ccccc2)[nH]1	7.2	-1	2.8	9	3	1.0	4	10	-4	0	-1.5
COc1ccc(NC(=O)CSc2ccccc2)cn1	3.8	18	2.2	-1	-12	-1.8	1	-9	-3	1	-0.3
O=C(NCCCN1CCOCC1)c1ccccc1N1C(=O)[C@@H]2Cc3c([nH]c4ccccc34)C(c3ccc(F)cc3)N2C1=O (stereo partly specified)	1.3	-2	2.2	-8	12	0.7	8	22	4	1	-2.2
CC(OC1=CC(=O)CCC1)C(=O)c1ccccc1 (stereo unspecified)	1.1	-7	-0.7	-18	2	1.1	7	-6	2	0	1.1
COC(=O)C1=C(C)Nc2nnnn2C1c1ccccc1Cl (stereo unspecified)	1.1	-3	3.2	339*	8	-0.8	0	14	2	0	1.6
CCOC(=O)C1=C(O)C(=O)N(c2ccc(S(N)(=O)=O)cc2)C1c1ccc(Cl)cc1 (stereo unspecified)	4.7	2	-2.8	-21	4	-0.1	0	-20	8	1	-0.2
O=C(/C=C/c1ccco1)NCC(=O)N/N=C/c1ccccc1[N+](=O)[O-]	1.9	-5	0.2	-9	-6	0.3	-8	5	10	-4	1.7

6 entries out of the list, sorted by length of the SMILES, smallest number first:
SMILES	phage Ecoli inh	Tat transport	AddAB inh	Mot1-301 SUMO	PKA-R2B activ	CDK5 inh	PKA-R1A act	HTR5A inv ctr	HTR5A ag	DAGLB inh	E coli growth
COc1ccccc1/C=N/NC(=O)CO	4.9	3	1.9	·	8	-0.5	-6	-13	5	3	1.6
CC[n+]1cccc(-c2nc3ccccc3s2)c1	5.3	-1	-0.2	-1	-8	0.8	2	13	-5	0	2.0
S=c1nc(C2CCCCC2)n(-c2ccccc2)[nH]1	7.2	-1	2.8	9	3	1.0	4	10	-4	0	-1.5
COc1ccc(C(=O)C[n+]2ccc(N(C)C)cc2)cc1	1.4	-3	0.9	-17	4	0.1	0	-28	-1	1	-0.8
Cc1ccc(CNC(=O)c2cc3c(=O)n(C)c4ccccc4c3n2C)cc1	1.2	-1	2.1	15	1	1.2	5	-9	3	0	1.4
O=C(NCCCN1CCOCC1)c1ccccc1N1C(=O)[C@@H]2Cc3c([nH]c4ccccc34)C(c3ccc(F)cc3)N2C1=O (stereo partly specified)	1.3	-2	2.2	-8	12	0.7	8	22	4	1	-2.2

The main list resumes, starting two compounds before the break.
SMILES	phage Ecoli inh	Tat transport	AddAB inh	Mot1-301 SUMO	PKA-R2B activ	CDK5 inh	PKA-R1A act	HTR5A inv ctr	HTR5A ag	DAGLB inh	E coli growth
CCOC(=O)C1=C(O)C(=O)N(c2ccc(S(N)(=O)=O)cc2)C1c1ccc(Cl)cc1 (stereo unspecified)	4.7	2	-2.8	-21	4	-0.1	0	-20	8	1	-0.2
O=C(/C=C/c1ccco1)NCC(=O)N/N=C/c1ccccc1[N+](=O)[O-]	1.9	-5	0.2	-9	-6	0.3	-8	5	10	-4	1.7
CC(/C=C/c1ccccc1)=N/NC(=O)c1cnccn1	0.0	-2	-1.5	19	1	-0.8	-3	15	-1	1	-2.0
CCCCn1c(N)c(N(CCOC)C(=O)c2cc(-c3ccc(OC)cc3)nc3ccccc23)c(=O)[nH]c1=O	0.5	-2	-0.5	2	-3	2.0	-17	-15	0	5	-3.2
O=C(NC1CCCCC1)N(CCN1CCOCC1)Cc1cc2cc3c(cc2[nH]c1=O)OCCO3	2.2	22	0.6	92	-5	-1.5	1	8	-3	0	1.4
CN(C)c1oc(-c2ccc(OCc3ccccc3)cc2)nc1C#N	2.2	-8	1.5	3	4	-0.4	-14	-8	1	-1	2.4
COc1cc(OC)c2ccc(=O)oc2c1C(CCN1CCOCC1)c1ccc2c(c1)OCO2 (stereo unspecified)	2.6	9	-1.5	·	-2	-2.3	-2	-5	1	0	0.4
COC(=O)c1cc(Br)ccc1NC(=O)CSCc1c(C)noc1C	3.4	4	1.2	2	-5	-0.2	-14	-4	3	0	-0.9
CC(C)Nc1nc(C#N)nc(NC(C)C)n1	0.8	-3	-0.7	-4	2	0.5	-6	2	-2	-5	0.9
O=C(COc1ccccc1)NCC(c1ccco1)N1CCN(c2ccc(F)cc2)CC1 (stereo unspecified)	-0.1	2	-0.4	1	-2	0.1	-9	23	-8	-4	-1.1
Cc1cccc(NC(=O)CN2C(=O)CSC2=O)c1	2.1	8	4.6	4	0	-1.2	2	-5	2	-1	-0.5
COc1ccc(Nc2nnc(C)c(=O)[nH]2)c(OC)c1	1.4	-1	1.0	8	-4	1.6	-3	8	6	6	0.6
N#CC12CCCCC1CC1CCCCC1(C#N)N2CCO (stereo unspecified)	3.1	-8	2.9	-6	-12	1.4	-10	8	-1	-2	-0.8
O=C(CC1C(=O)N(c2ccccc2)C(=O)N1C1CCCCC1)Nc1ccccc1 (stereo unspecified)	0.6	-3	-2.5	6	4	-0.4	1	-12	1	-3	-0.3
Cc1cc(C)cc(NC(=S)N(CCN2CCCCC2)Cc2ccco2)c1	-1.0	-9	-1.1	1	11	0.3	5	-2	1	-3	-3.7
Cc1cc(Br)ccc1NC(=O)CNC(=O)CN(C)C1CCS(=O)(=O)C1 (stereo unspecified)	1.2	-5	·	·	-8	0.2	12	10	0	0	·
COc1ccc(S(=O)(=O)N2CCOCC2)cc1C(=O)N1CCCCCC1	2.6	-3	-2.0	-2	1	0.2	6	-13	6	-2	-1.3
O=C(CCC1CCCCC1)NCCN1C2=NC[C@H](Cc3ccc(O)cc3)N2C[C@H]1Cc1ccc(O)cc1	1.6	32	1.0	-5	-1	0.1	1	-13	-5	1	-1.9
CCOC(=O)c1ccc(NC(=O)C2CC(=O)N(c3ccc4c(c3)OCCO4)C2)cc1 (stereo unspecified)	0.5	2	-2.3	·	5	-0.4	-6	18	-2	-1	-2.5
N#Cc1cc2c(nc1SCC(=O)N1CCOCC1)CCCCC2	0.7	31	-0.6	-5	1	-3.9	-6	8	0	1	1.2
COc1ccccc1NC(=O)Cn1cnc2c(cnn2-c2ccccc2)c1=O	3.0	-1	1.1	-11	-3	-0.6	7	-19	7	1	0.6
CC(C)(C)c1ccc(C(=O)NCCC(=O)Nc2ccc(S(=O)(=O)Nc3nccs3)cc2)cc1	-0.2	4	·	·	-7	-1.0	-8	-4	2	8	·
Cc1ccc(-c2csc(NC(=O)CSc3ncn(-c4ccccc4)n3)n2)cc1	1.5	-6	-2.4	-2	6	0.1	1	-17	3	-4	-1.3
CC(C)(C)C(=O)N1N=C(c2ccc(NS(C)(=O)=O)cc2)CC1c1cccs1 (stereo unspecified)	4.4	1	0.5	7	0	-1.5	1	4	0	2	-2.0
CC(C)(C)NC(=O)CSc1nc2ccc(Nc3nc(N4CCOCC4)nc(N4CCOCC4)n3)cc2s1	2.8	9	0.2	2	-28	0.4	-19	0	2	0	-1.6
Cc1cnc(CNC(=O)CC2C(=O)NCCN2Cc2ccccc2C(F)(F)F)cn1 (stereo unspecified)	1.6	-4	4.2	14	1	-6.0	11	-1	0	3	2.3
